Screening data: PubChem, several laboratories
HEK293 NOD2/NF-kB: NOD2 signaling inhibitors, cell-based, luminescence, uHTS, HEK293 (AID 1566) | HEK293 NOD2/NF-kB luciferase reporter, luminescence; higher % means a stronger effect | inhibition, % at 4 µM, or EC50 in µM where a hit was titrated | actives 0.63% (n = 290,000); in the data active = inhibition above about 50%; note: many of its hits are not listed in these tables
Ins promoter up: MIN6 insulin promoter up-regulation; MIN6 insulin promoter-GFP reporter, high-content imaging; active compounds read high; z-score at 5 µM; actives 0.3% (n = 190,000);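 active = z-score above 3 at 5 µM with at least 500 cells counted in the well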
Dynein cargo inh: blocks dynein driven cargo transport along microtubules; 3617.4 mouse cells, GR-EGFP nuclear translocation imaging; test concentration mostly 20 µM; stimulated with dexamethasone, 1 µM; active compounds read low; actives 0.47% (n = 220,000); z-score, hits read low;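 active = plate z-score of nuclear minus cytoplasmic receptor signal below a set negative limit, without overly bright fluorescence or cell loss, cut at about -3.5 in these data, passing the limit was not always enough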;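 note: z-score of nuclear minus cytoplasmic ring GR-EGFP intensity difference per well; some compounds called inactive have numbers as strong as hits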
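Schedule: 48 h induction, then 1 h compound, then 30 min agonist, 37 °C. Buffer or medium: tetracycline-free induction medium containing charcoal-stripped FBS. Reagent: 1.0 µM final dexamethasone stimulus. Evaluation: nuclear versus cytoplasmic GR-EGFP signal, averaged per well. Signal: high-content fluorescence imaging after fixation.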
P. falciparum M17LAP: P. falciparum M17LAP inhibitors, primary screen, biochemical, fluorogenic H-Leu-NHMec substrate, 1536-well (AID 1619) | inhibition, % at 30 µM; hits with a dose series show IC50 in µM | actives 0.38% (n = 220,000) | recombinant M17LAP, H-Leu-NHMec fluorogenic kinetic assay; higher % means a stronger effect;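 active = compound inhibiting the enzyme by more than half at any dose during confirmatory dose-response retesting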;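 note: plate controls were full reaction with DMSO carrier for no effect and no enzyme background for full effect; strong numbers were not always called active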
Autophagy HCS: alters autophagy in cells; MEF GFP-LC3 puncta imaging; test concentration mostly 10 µM; calls only at 10 µM (by protocol); actives 0.98% (n = 190,000); AID 463193;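 active = percentage of spot-positive cells more than 3 SD above its plate mean, without a fluorescence outlier flag or 80% toxicity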;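 note: spot-positive cell cutoff set from DMSO-treated cells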
bCat nuc transl: modulators of beta-catenin nuclear translocation. actives 0.3% (n = 190,000). HeLa beta-catenin nuclear translocation, immunofluorescence imaging. AID 1665. nuclear translocation activity, % at 5 µM;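 active = nuclear translocation activity above 50% at 5 µM, with a well cell count of 50 or more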;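 note: per-cell ratio of nuclear to cytoplasmic median beta-catenin stain intensity; plate controls were DMSO negative control for no effect and GSK-3 inhibitor IX positive control for full effect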
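System: HeLa cells, endogenous beta-catenin; compound dosing: 5 µM primary single dose, 0.1% DMSO, 0.02–20 µM confirmation series; incubation: 24 h compound exposure at 37°C, 5% CO2; signal: beta-catenin immunofluorescence imaging with DAPI; evaluation: % activation, nuclear-to-cytoplasmic median beta-catenin signal ratio per cell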
MT stabilizer: microtubule stabilizers in HeLa cells; actives 0.83% (n = 200,000); HeLa tubulin immunostaining HCS, 24 h; share of cells brighter than vehicle mean+2SD; % tubulin-high responders, % at 10 µM;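 active = plate Z-score above 3 for both tubulin-high and condensed-nucleus cell shares, with cell loss under 80%, at 10 µM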;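 note: anti alpha tubulin signal scored within the nucleus-defined area of each cell; some results filed as inactive read as strong as hits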
NOD1 inhibition: inhibition of NOD1-driven NF-kB reporter – cell-based, luminescence, uHTS, primary screen (AID 1578); NOD1-driven NF-kB luciferase reporter cells, luminescence; higher % means a stronger effect; inhibition, % at 4 µM; hits with a dose series show EC50 in µM; actives 1% (n = 290,000); in the data active = inhibition mostly above about 36%, no sharp cut-off; inactive = mostly below about 34%;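 note: HEK-293T reporter cells stimulated with the NOD1 agonist gamma-tri-DAP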
Yfh1-depleted yeast: enhancers of respiration in Yfh1-depleted yeast, dose response, Friedreich's ataxia, plus single-dose screen (AID 1465) | S. cerevisiae Yfh1-off respiration, WST-1 reduction, 72 h; higher fold induction means a stronger effect | actives 0.074% (n = 220,000) | one-dose fold induction at 50 µM; EC50 in µM for titrated hits;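 active = fold induction of absorbance versus untreated yeast above a set limit, then at least 30% activation at any dose in follow-up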;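 note: activators that raise dye reduction in frataxin-depleted yeast; strong numbers were not always called active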
Dynein cargo inh cytoplasmic EGFP: recorded beside Dynein cargo inh, whose call it bears; z-score; measured here: cytoplasmic GR-EGFP intensity; active compounds read high
Dynein cargo inh nuclear GR-EGFP: also measured in Dynein cargo inh; calls as there; z-score; measured here: nuclear GR-EGFP intensity;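 lower value marks the stronger effect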
Dynein cargo inh cell count: further read-out of Dynein cargo inh, marked with its call; z-score; measured here: cell count per field
Ins promoter up cell count: further read-out of Ins promoter up, marked with its call; cell count; measured here: cytotoxicity, nuclei count;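 total cells summed across four imaged fields per well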
bCat nuc transl cell count 5 µM: further read-out of bCat nuc transl, marked with its call; cell count; measured here: cell count, cytotoxicity flag
MT stabilizer Hoechst-high %: further read-out of MT stabilizer, marked with its call; % Hoechst-high responders; measured here: nuclear condensation Hoechst responders;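 share of cells brighter than vehicle mean plus two SD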
MT stabilizer cytotoxicity %: also measured in MT stabilizer; calls as there; toxicity, %; measured here: cytotoxicity by cell density;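 0% = mean cell density of plate MIN control wells and 100% = no cells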
Autophagy HCS cell loss 18 h: recorded beside Autophagy HCS, whose call it bears; toxicity, %; measured here: cell loss, nuclei count;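 cell loss after 18 h compound exposure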
* marks the source's active call; other numbers are inactive results. The list is partial, so the mix of outcomes need not match the whole.

Screening Cc1ccc(S(=O)(=O)c2cc3c(=O)n4cccc(C)c4nc3n(CC3CCCO3)c2=N)cc1 (stereo not given) returned HEK293 NOD2/NF-kB 18%, Ins promoter up -0.24, bCat nuc transl -2.1, NOD1 inhibition 3%, Ins promoter up cell count 1175 and bCat nuc transl cell count 5 µM 751.
For Cc1ccc(NC(=O)N(CCCN2CCOCC2)Cc2cc3cc4c(cc3[nH]c2=O)OCO4)cc1 the results were HEK293 NOD2/NF-kB -16%, Ins promoter up -0.12, Dynein cargo inh 0.31, P. falciparum M17LAP -5%, Autophagy HCS inactive, MT stabilizer 3.3, NOD1 inhibition -35%, Dynein cargo inh cytoplasmic EGFP -0.25, Dynein cargo inh nuclear GR-EGFP 0.51, Dynein cargo inh cell count 0.031, Ins promoter up cell count 872, MT stabilizer Hoechst-high % 2.4, MT stabilizer cytotoxicity % 5.5 and Autophagy HCS cell loss 18 h -8.
`Cn1c(CN2CCCC2)nc2cc(NC(=O)c3ccco3)ccc21` gave HEK293 NOD2/NF-kB -48%, Ins promoter up 0.42, Dynein cargo inh 3.8, P. falciparum M17LAP 0%, Autophagy HCS inactive, bCat nuc transl -0.8, MT stabilizer 5.1, NOD1 inhibition -29%, Yfh1-depleted yeast inactive, Dynein cargo inh cytoplasmic EGFP -0.069, Dynein cargo inh nuclear GR-EGFP 2.6, Dynein cargo inh cell count -2.1, Ins promoter up cell count 1923, bCat nuc transl cell count 5 µM 1078, MT stabilizer Hoechst-high % 2.0, MT stabilizer cytotoxicity % 7.9 and Autophagy HCS cell loss 18 h -9.
Screening O=C(c1cc(-c2ccccc2)nc2ccccc12)N1CCN(c2ccccn2)CC1 returned HEK293 NOD2/NF-kB -5%, Ins promoter up -0.01, Dynein cargo inh 0.064, P. falciparum M17LAP 5%, Autophagy HCS inactive, MT stabilizer 4.2, NOD1 inhibition -29%, Yfh1-depleted yeast inactive, Dynein cargo inh cytoplasmic EGFP -0.18, Dynein cargo inh nuclear GR-EGFP 0.067, Dynein cargo inh cell count 1.8, Ins promoter up cell count 1282, MT stabilizer Hoechst-high % 3.0, MT stabilizer cytotoxicity % 3.5 and Autophagy HCS cell loss 18 h -6.
Screening CCCn1c(SCC(=O)NCc2ccccc2)n[nH]c1=O returned HEK293 NOD2/NF-kB 4%, Ins promoter up -0.47, Dynein cargo inh -0.39, P. falciparum M17LAP -2%, Autophagy HCS inactive, bCat nuc transl -2.3, MT stabilizer 2.5, NOD1 inhibition -31%, Yfh1-depleted yeast inactive, Dynein cargo inh cytoplasmic EGFP 0.052, Dynein cargo inh nuclear GR-EGFP -0.062, Dynein cargo inh cell count -0.47, Ins promoter up cell count 1214, bCat nuc transl cell count 5 µM 1061, MT stabilizer Hoechst-high % 2.5, MT stabilizer cytotoxicity % 3.4 and Autophagy HCS cell loss 18 h 1.
For O=C1CCCN1c1ccc(S(=O)(=O)NCc2ccco2)cc1 the results were HEK293 NOD2/NF-kB 7%, Ins promoter up -0.16, Dynein cargo inh -0.81, P. falciparum M17LAP -10%, Autophagy HCS inactive, bCat nuc transl 0.9, MT stabilizer 2.6, NOD1 inhibition -15%, Yfh1-depleted yeast inactive, Dynein cargo inh cytoplasmic EGFP -0.26, Dynein cargo inh nuclear GR-EGFP -0.46, Dynein cargo inh cell count 0.23, Ins promoter up cell count 1870, bCat nuc transl cell count 5 µM 1043, MT stabilizer Hoechst-high % 1.6, MT stabilizer cytotoxicity % 9.7 and Autophagy HCS cell loss 18 h -8.
`O=C(NC1CCCc2ccccc21)c1ccccc1Br` (stereo not given) gave HEK293 NOD2/NF-kB 18%, Ins promoter up -0.26, Dynein cargo inh -0.43, P. falciparum M17LAP 1%, Autophagy HCS inactive, bCat nuc transl -1.4, MT stabilizer 2.4, NOD1 inhibition 52%, Yfh1-depleted yeast inactive, Dynein cargo inh cytoplasmic EGFP 0.024, Dynein cargo inh nuclear GR-EGFP 0.5, Dynein cargo inh cell count -3.9, Ins promoter up cell count 1584, bCat nuc transl cell count 5 µM 1370, MT stabilizer Hoechst-high % 1.8, MT stabilizer cytotoxicity % 5.6 and Autophagy HCS cell loss 18 h 11.
O=C(O)CNC(=O)/C(=C\c1ccc2c(c1)OCO2)NC(=O)c1ccc(Br)cc1 was read as HEK293 NOD2/NF-kB 14%, Ins promoter up -1.3, Dynein cargo inh -0.32, P. falciparum M17LAP 19%, Autophagy HCS inactive, bCat nuc transl 0.9, MT stabilizer 3.8, NOD1 inhibition -33%, Yfh1-depleted yeast inactive, Dynein cargo inh cytoplasmic EGFP -0.15, Dynein cargo inh nuclear GR-EGFP -0.32, Dynein cargo inh cell count -1.3, Ins promoter up cell count 1150, bCat nuc transl cell count 5 µM 1111, MT stabilizer Hoechst-high % 1.4, MT stabilizer cytotoxicity % 12 and Autophagy HCS cell loss 18 h 1.
For Cc1ccc(-c2csc(N(C)C(=O)c3c(C)nn(-c4ccccc4)c3Cl)n2)cc1 the results were HEK293 NOD2/NF-kB 1%, Ins promoter up 0.21, P. falciparum M17LAP 1%, Autophagy HCS inactive, bCat nuc transl -1.3, MT stabilizer 1.4, NOD1 inhibition 34%, Yfh1-depleted yeast inactive, Ins promoter up cell count 1645, bCat nuc transl cell count 5 µM 1070, MT stabilizer Hoechst-high % 1.1, MT stabilizer cytotoxicity % 5.6 and Autophagy HCS cell loss 18 h -6.
Screening c1ccc(CCn2c(C3CC3)nc3ccccc32)cc1 returned HEK293 NOD2/NF-kB -5%, Ins promoter up -1.1, Dynein cargo inh -0.48, P. falciparum M17LAP 8%, Autophagy HCS inactive, MT stabilizer 1.2, NOD1 inhibition 9%, Yfh1-depleted yeast inactive, Dynein cargo inh cytoplasmic EGFP -0.19, Dynein cargo inh nuclear GR-EGFP -0.15, Dynein cargo inh cell count 0.46, Ins promoter up cell count 957, MT stabilizer Hoechst-high % 1.4, MT stabilizer cytotoxicity % 7.5 and Autophagy HCS cell loss 18 h 2.
COc1ccccc1-c1ccc(SCc2ccc([N+](=O)[O-])cc2)nn1 was read as HEK293 NOD2/NF-kB -10%, Ins promoter up -0.91, Dynein cargo inh -0.88, P. falciparum M17LAP 0%, Autophagy HCS inactive, bCat nuc transl 0.8, MT stabilizer 3.2, NOD1 inhibition -18%, Yfh1-depleted yeast inactive, Dynein cargo inh cytoplasmic EGFP -0.31, Dynein cargo inh nuclear GR-EGFP -0.34, Dynein cargo inh cell count 0.89, Ins promoter up cell count 1306, bCat nuc transl cell count 5 µM 1116, MT stabilizer Hoechst-high % 1.6, MT stabilizer cytotoxicity % 3.5 and Autophagy HCS cell loss 18 h 23.
For CN(C)S(=O)(=O)c1cccc(-c2cn3cccnc3n2)c1 the results were HEK293 NOD2/NF-kB -11%, Ins promoter up 0.03, Dynein cargo inh -0.74, P. falciparum M17LAP -29%, Autophagy HCS inactive, bCat nuc transl -1.1, MT stabilizer 2.8, NOD1 inhibition -34%, Yfh1-depleted yeast inactive, Dynein cargo inh cytoplasmic EGFP 0.75, Dynein cargo inh nuclear GR-EGFP -0.3, Dynein cargo inh cell count 0.76, Ins promoter up cell count 1549, bCat nuc transl cell count 5 µM 1456, MT stabilizer Hoechst-high % 3.2, MT stabilizer cytotoxicity % 5.2 and Autophagy HCS cell loss 18 h 0.
Screening CCOC(=O)C(NC(=O)c1ccccc1Cl)(Nc1ccc(C(F)(F)F)cc1)C(F)(F)F (stereo not given) returned HEK293 NOD2/NF-kB 8%, Ins promoter up -0.12, Dynein cargo inh -0.28, P. falciparum M17LAP -4%, Autophagy HCS inactive, bCat nuc transl 1.5, MT stabilizer 2.8, NOD1 inhibition -14%, Yfh1-depleted yeast inactive, Dynein cargo inh cytoplasmic EGFP -0.11, Dynein cargo inh nuclear GR-EGFP -0.1, Dynein cargo inh cell count 2.3, Ins promoter up cell count 1367, bCat nuc transl cell count 5 µM 536, MT stabilizer Hoechst-high % 2.2, MT stabilizer cytotoxicity % 7.5 and Autophagy HCS cell loss 18 h 20.
`CC(=O)/C(=N/Nc1ccc(Br)cc1)Sc1cccc2cccnc12` gave HEK293 NOD2/NF-kB 28%, Ins promoter up -0.73, Dynein cargo inh -1.5, P. falciparum M17LAP 4%, Autophagy HCS inactive, bCat nuc transl -0.7, MT stabilizer 2.1, NOD1 inhibition 40%, Yfh1-depleted yeast inactive, Dynein cargo inh cytoplasmic EGFP -0.23, Dynein cargo inh nuclear GR-EGFP -0.86, Dynein cargo inh cell count 1.1, Ins promoter up cell count 1244, bCat nuc transl cell count 5 µM 1003, MT stabilizer Hoechst-high % 3.3, MT stabilizer cytotoxicity % 4.6 and Autophagy HCS cell loss 18 h 0.
O=C1C(c2ccccc2)SC(=Nc2ccccc2)N1S(=O)(=O)c1ccccc1 (stereo not given) was read as HEK293 NOD2/NF-kB -1%, Ins promoter up -0.18, Dynein cargo inh 0.08, P. falciparum M17LAP 5%, Autophagy HCS inactive, bCat nuc transl 5.4, MT stabilizer 1.6, NOD1 inhibition -4%, Yfh1-depleted yeast inactive, Dynein cargo inh cytoplasmic EGFP -0.18, Dynein cargo inh nuclear GR-EGFP 0.75, Dynein cargo inh cell count 0.81, Ins promoter up cell count 894, bCat nuc transl cell count 5 µM 1078, MT stabilizer Hoechst-high % 1.4, MT stabilizer cytotoxicity % 7.9 and Autophagy HCS cell loss 18 h -14.
